From PubChem
SR-BI DiI inh: inhibitors of mouse SR-BI mediated HDL lipid uptake; 320,000 tested, 0.96% active; ldlA[mSR-BI] CHO cells, DiI-HDL uptake fluorescence, 3 h; inhibition, % at 12.5 µM; Q61009;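 active = mean replicate inhibition of at least 70% and a set share of replicates each scoring 70 or more; inconclusive = meets just one of the two criteria; inactive = fails both criteria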;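 also: 0% = median of neutral control wells and 100% = median of positive control wells; values of inactives mirror those of a sister screen read the other way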
Mot1-301 SUMO: SUMOylation pathway inhibition by Mot1-301 growth rescue | S. cerevisiae Mot1-301 growth rescue, ATP luminescence, 38.5C; percent above DMSO median, 100 means doubled | growth rescue, % at 18.8 µM | 320,000 tested, 1% active;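 active = every valid replicate shows activation above 250% relative to neutral control wells; inactive = the rest, any valid replicate at or below 250%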;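 also: OY570 slx delta 5 strain wells were the positive control but not used for scaling; some compounds called inactive have numbers as strong as hits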
Arr AP2 block: blocks beta-arrestin peptide binding to AP2 adaptin | FITC-arrestin peptide / GST-AP2 beads, flow cytometry; AP2 beta2 appendage carries R879A mutation | inhibition, % at 10 µM | 340,000 tested, 0.31% active | AID 504490;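 active = inhibition above a set limit, near 3 SD of compounds lacking own fluorescence, cut at about 54% in these data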;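 also: plate controls were DMSO wells for no effect and 5 µM unlabelled arrestin peptide for full effect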
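System: GST-AP2 R879A glutathione beads. Medium: PBS with 0.05% Tween 20 and 0.1% BSA. Also added: FITC-arrestin peptide, 50 nM. Incubation: 12 min plus 1 h, RT. Measured by: high-throughput flow cytometry of beads, ex 488, em 535 nm. Evaluation: percent drop in bead-associated FITC signal.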
SR-BI uptake up: enhances SR-BI lipid uptake from DiI-HDL; CHO ldlA[mSR-BI] cells, DiI-HDL uptake fluorescence, 3 h; 100 = double the neutral-control signal; activation, % at 12.5 µM; 320,000 tested, 0.096% active;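 active = mean replicate activation of at least 60% and every replicate at or above 60%; inconclusive = mean or all-replicate condition met, but not both; inactive = mean below 60% and not all replicates reaching 60%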;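 also: 0% = median plate neutral-control signal and 100% = twice that signal; values of inactives mirror those of a sister screen read the other way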
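System: LDL receptor-deficient CHO ldlA cells overexpressing murine SR-BI | Timing: 3 h uptake period with compound, 37 °C | Medium: HEPES-buffered (25 mM, pH 7.4) F12 plus 0.5% BSA | Dosing: Single-point compound dose | Signal: Bottom-read fluorescence, 550/595 nm | Read-out: Retained DiI signal reflecting DiI-HDL uptake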
CDK5 p35 inh: blocks human CDK5/p35 kinase activity | Recombinant CDK5/p35, ADP-Glo luminescence, 60 min | 330,000 tested, 0.01% active | Q00535+Q15078 | AID 488839 | inhibition, % at 10 µM;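 active = highest replicate inhibition of at least 50% and at least 75% of replicates reaching 50%; inconclusive = only one of the two criteria met; inactive = both criteria failed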;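 also: plate controls were DMSO neutral control for no effect and GW8510 at 10 µM for full effect; many of its hits are not listed in these tables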
MITF act: increases MITF-driven TRPM1 promoter luciferase signal; SK-MEL-5 TRPM1-promoter luciferase, 24 h; % of positive control, neutral wells = 0; activation, % at 12.5 µM; 300,000 tested, 0.75% active;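 active = mean activation of at least 80% with every replicate also reaching 80%; inconclusive = mean reaches 80% but some replicate falls short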;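 also: 0% = neutral control wells and 100% = parthenolide positive control wells; values of inactives mirror those of a sister screen read the other way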
DSG3 Ab inh: blocks pemphigus antibody binding to human desmoglein-3. DSG3-coupled beads, scFv-anti-DSG3-GFP binding, flow cytometry; hits give low values. P32926. AID 588358. binding (percent of control), % at 10 µM. 310,000 tested, 0.48% active;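 active = binding more than 3 SD below its plate's average and above zero; inconclusive = below that plate limit but binding exactly zero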;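 also: hits lower antibody fragment binding to DSG3; some compounds called inactive have numbers as strong as hits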
PKA-R1A activ: activators of PKA-R1A complex; P00514+P68181; PKA-R1A dissociation, Cy5-IP20 fluorescence polarization; scaled: DMSO 0%, 113 µM cGMP 100%; activation, % at 11.4 µM; 340,000 tested, 0.083% active;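 active = percent activation above the mean of all tested compounds plus 3 SD, cut at about 19% in these data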;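 also: higher means more PKAc released from R1A so a rise in polarization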
NSD2 inh: NSD2 (human) methyltransferase inhibition. O96028. inhibition, % at 12.5 µM. 310,000 tested, 0.54% active. NSD2 peptide methylation, AlphaScreen, 120 min; in the data active = inhibition above about 50%
PKA-R2B act: activators of human PKA-R2B complex; activation, % at 11.4 µM; 340,000 tested, 0.079% active; P22694+P31323; PKA-R2B holoenzyme dissociation, Cy5-IP20 fluorescence polarization; R2B truncated from residue 108, S112A mutant; 0% DMSO only, 100% 113 µM cGMP; AID 504700;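 active = activation above a cutoff set at the mean over all compounds plus 3 SD, cut at about 18% in these data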;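 also: higher means more holoenzyme dissociation and a rise in polarization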
Target sequence (P31323 whole entry, looked up, other chains not shown, the tested form may be a part): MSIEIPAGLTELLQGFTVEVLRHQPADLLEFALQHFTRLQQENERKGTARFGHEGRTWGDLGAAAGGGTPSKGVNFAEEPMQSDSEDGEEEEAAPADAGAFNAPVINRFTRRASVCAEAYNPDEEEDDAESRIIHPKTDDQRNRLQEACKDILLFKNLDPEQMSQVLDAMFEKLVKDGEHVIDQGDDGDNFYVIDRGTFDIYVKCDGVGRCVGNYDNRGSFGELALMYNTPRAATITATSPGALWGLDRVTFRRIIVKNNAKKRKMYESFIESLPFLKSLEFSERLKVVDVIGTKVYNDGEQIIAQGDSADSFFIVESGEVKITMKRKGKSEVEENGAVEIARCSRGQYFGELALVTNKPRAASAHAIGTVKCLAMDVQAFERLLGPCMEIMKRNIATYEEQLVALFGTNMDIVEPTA
dFosB act: mouse delta FosB homodimer activation. P13346. activation, % at 25 µM. purified delta FosB, TAMRA-CDK5 oligo fluorescence polarization; percent of positive-control signal above neutral wells. 340,000 tested, 0.99% active;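 active = mean activation above about 17%, with every replicate also reaching it, limit read from the data, passing the limit was not always enough; inconclusive = only one of the two conditions met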;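 also: fluorescence polarization rise as delta FosB binds a TAMRA Cdk5 AP-1 oligo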
Target sequence (P13346 whole entry, looked up): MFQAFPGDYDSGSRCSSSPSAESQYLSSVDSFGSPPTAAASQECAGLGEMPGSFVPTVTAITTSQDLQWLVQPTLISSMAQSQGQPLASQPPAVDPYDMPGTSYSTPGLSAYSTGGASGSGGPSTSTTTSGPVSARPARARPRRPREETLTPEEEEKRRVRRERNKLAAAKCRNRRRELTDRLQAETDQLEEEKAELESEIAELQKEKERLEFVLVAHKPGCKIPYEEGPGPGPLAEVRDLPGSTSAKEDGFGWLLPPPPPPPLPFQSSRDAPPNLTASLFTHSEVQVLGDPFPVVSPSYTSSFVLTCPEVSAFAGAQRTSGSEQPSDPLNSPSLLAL
* hit, by the source's call; ? = inconclusive; nt = not tested or not shown.

SMILES	SR-BI DiI inh	Mot1-301 SUMO	Arr AP2 block	SR-BI uptake up	CDK5 p35 inh	MITF act	DSG3 Ab inh	PKA-R1A activ	NSD2 inh	PKA-R2B act	dFosB act
COc1ccc(C2(c3ccc(OC)cc3)NC(=O)N(CC(=O)NCC(F)(F)F)C2=O)cc1	nt	-6	23	nt	-1.3	nt	99	-5	9	-7	-2
O=C(CSc1ccc(-c2ccco2)nn1)Nc1cccc(F)c1	5	6	-6	-5	1.2	13	105	17	1	3	-9
O=C(Nc1ccc(C(=O)N2CCOCC2)cc1)c1cccc([N+](=O)[O-])c1	-4	15	36	4	-0.2	4	102	6	nt	-1	-10
O=C(NCc1ccccc1CN1CCCC1)C1CCN(S(=O)(=O)c2ccc(Cl)cc2)CC1	-18	-10	33	18	0.4	35	101	-9	7	-5	-7
Cc1cccc(C)c1NC(=O)C(NC=O)c1ccc(N(C)C)cc1 (configuration not stated)	-8	40	3	8	-1.4	-10	99	9	0	20*	-11
Cc1ccc(/C=N\NC(=O)Cn2c(C)nc3ccccc32)o1	-18	-2	0	18	-2.5	nt	nt	-6	5	7	-1
COc1cc(C)c(CN2CCC(Oc3ccc(C(=O)N4CCCC4)cc3)CC2)cc1C	52	7	8	-52	-2.1	22	111	-8	13	-2	-8
O=S1(=O)CCOCCCN1Cc1ccccc1Br	-25	37	0	25	1.1	4	100	1	nt	-2	2
COc1ccc(-n2nc(C(=O)NCC(=O)NC3CCCC(C)C3C)c3ccccc3c2=O)c(OC)c1 (configuration not stated)	-2	-10	-5	2	-0.4	-33	nt	8	-7	-3	14
COc1ccccc1/C=C1\Cc2ccccc2C1=O	0	-27	-8	0	0.5	2	95	-3	-4	-4	-19
CC(=O)c1c(N2CCC(C(N)=O)CC2)nc(=S)n(-c2ccccc2)c1C	-12	-25	-4	12	-2.5	-4	101	-3	30	-11	-2
CCCC(=O)NC(c1ccccc1)c1c(O)ccc2ccccc12 (configuration not stated)	35	-14	8	-35	1.3	nt	119	-4	3	-7	-9
Cn1nc(C(=O)Nc2ccc3c(c2)OCCO3)cc1C(=O)O	-4	-25	4	4	-0.4	4	104	-2	-1	0	1
COc1ccc(-c2noc3c2-c2nc(-c4ccc(Br)cc4)sc2CC3)cc1	57	-9	-4	-57	-0.8	-2	96	-2	nt	5	6
CC(C)N1CCN(Cc2cccc(-n3cccn3)c2)CC1CCO (configuration not stated)	nt	-4	-5	nt	-1.0	0	92	4	-1	-1	0
CCOC(=O)c1nn(-c2ccccc2)c(=O)c2c(N)scc12	20	332*	-4	-20	1.1	3	91	1	-6	-6	-8
Cc1cc(C(F)F)n2nc(C(=O)Nc3ccc(S(=O)(=O)N4CCCC4)cc3)nc2n1	-17	nt	22	17	-1.0	3	106	1	-9	3	0
CCOCc1cc(CN2CCC(n3nccc3NC(=O)C3CC3)CC2)ccc1OC	-23	nt	11	23	0.8	-4	102	7	2	10	4
COc1ccc(C2C(C(=O)Nc3cccnc3)=C(C)Nc3nc(-c4cccs4)nn32)cc1OC (configuration not stated)	-14	-16	-2	14	0.8	nt	102	14	nt	9	-10
CCN(CC)C(=O)CSc1nc2c(sc(=S)n2-c2ccccc2)c(=O)[nH]1	-11	1	5	11	-1.0	-11	98	-10	1	4	1
C/C(=N\NS(C)(=O)=O)c1ccccc1	-8	-6	-10	8	0.7	nt	nt	-9	-1	-7	1
O=C1[C@@H]2Cc3ccccc3CN2C(=O)N1c1cccc(F)c1	-11	-4	-1	11	-0.9	nt	105	-7	-2	-2	-2
O=C(NNC(=S)Nc1ccc(F)c(Cl)c1)c1ccccc1Br	-12	-21	0	12	-3.1	18	97	-2	-16	-11	-12
Cc1ccc(S(=O)(=O)N2CCN(C(=O)c3ccc(N4CCC(C)CC4)c([N+](=O)[O-])c3)CC2)cc1	37	nt	6	-37	-1.9	1	108	-3	0	4	-6
O=[N+]([O-])c1ccn(-c2nc(-c3ccccc3)cc(C(F)(F)F)n2)n1	17	-3	-25	-17	1.3	-6	100	-4	nt	-12	-1
COc1ccc(OC)c(Nc2nc(NCCO)c3ccccc3n2)c1	17	-4	14	-17	0.5	nt	113	2	3	4	31*
CN1C(=O)/C(=C/c2ccc3c(c2)OCO3)N=C1c1ccccc1	0	10	14	0	1.4	2	100	0	-3	-2	-11
CC(=O)c1ccc(NS(=O)(=O)c2ccc3c(c2)N(C(C)=O)CCO3)cc1	-8	-2	0	8	nt	-3	113	-4	1	-2	-5
COc1ccc(CN(Cc2cc3cccc(C)c3n3nnnc23)C(=O)N2CCOCC2)cc1	4	1	-4	-4	0.9	-4	97	-10	1	-6	-19
C=CCNC(=S)NNC(=O)c1ccc(Br)cc1	-44	57	-2	44	-0.8	2	nt	13	1	-1	-3
Cc1ccc(-c2nnc(SCC(=O)CC(=O)Nc3ccccc3)n2C)cc1	6	-10	3	-6	1.5	nt	100	-5	-4	-11	-8
O=C(NCCCN1CCCCCC1)C1CC(=O)N(C2CCCC2)C1 (configuration not stated)	-11	7	7	11	0.9	-8	120	1	-1	-3	-5
COc1ccc(Nc2cc(C(=O)NCCCN3CCN(C)CC3)c3ccccc3n2)c(OC)c1	20	-13	9	-20	2.6	20	74	-6	nt	0	-2
CCSc1nc(-c2ccc(OC)cc2)cc(-c2ccc(OC)cc2)c1C#N	?	-4	-9	-72	-0.6	6	124	7	-4	-8	-14
CCN(CC(=O)Nc1ccccc1Br)C1CCCCC1	7	-1	1	-7	-0.4	4	93	-12	-6	11	-6
Cc1ccccc1C(=O)Nc1cc(S(=O)(=O)N2CCOCC2)ccc1N1CCN(C)CC1	-42	-6	-6	nt	0.0	0	110	0	3	-2	4
CCOC(=O)CCC(=O)Nc1ccc(S(=O)(=O)N2CCC(C)CC2)cc1	-22	2	2	22	0.7	nt	93	-12	38	-8	-7
O=C(CSc1nnc2ccccn12)NNC(=O)c1ccc([N+](=O)[O-])cc1	-14	-8	-6	14	-0.2	-4	91	-6	86*	-11	-1
COC(=O)c1sc(C(C)(C)C)cc1CS(=O)(=O)c1ccc(Cl)cc1	35	10	-1	-35	-1.4	0	nt	-1	-6	-3	0
COc1ccc(N2C(=O)c3ccccc3NC2c2ccc(OC)c(CN3CCOCC3)c2)cc1 (configuration not stated)	17	10	17	-17	-0.4	68	114	2	2	11	-1
CCN(CC)S(=O)(=O)c1cccc(-c2nnc(SCC(N)=O)n2N)c1	-24	4	0	24	2.0	6	102	1	0	1	-3
C=CCOc1c2ccc(C(=O)N(CC)c3ccc(OC)cc3)cc2nn1C	-8	0	nt	8	-0.2	-1	98	2	nt	-3	-6
COc1ccc(N2C(=O)CCC(C(=O)NCCN3CCOCC3)C2c2ccc(OC)c(OC)c2)cc1 (configuration not stated)	-17	nt	29	17	-0.1	-2	118	5	2	-5	4
O=C(O)CC1(Cc2nc(-c3cccs3)no2)CCCC1	-17	-10	3	17	0.4	1	99	8	nt	-4	2
O=C(CCCn1c(SCC(=O)c2ccc(F)cc2)nc2ccccc2c1=O)NCc1ccco1	20	13	-1	-20	0.1	nt	nt	-12	2	-3	10
Cc1nn(CC(=O)N2CCC(N3CCCCC3)CC2)c(=O)c2c1sc1ccccc12	10	-9	4	-10	0.0	3	111	3	9	2	-13
Cc1cc([N+](=O)[O-])nn1CCCC(=O)Nc1c(C)n(C)n(-c2ccccc2)c1=O	nt	3	-7	nt	-1.5	-5	91	-13	-1	-2	-16
O=[N+]([O-])c1cccc(S(=O)(=O)N2CCN(S(=O)(=O)N3CCOCC3)CC2)c1	0	26	22	0	0.0	1	104	-6	-1	7	6
COC(=O)CCNCCSc1nnc(-c2ccco2)n1Cc1ccccc1	-57	17	1	57	-0.3	3	86	3	2	4	-7
CCOC(=O)N1CCN(C(=O)C2CCN(CC3CCCCC3)CC2)CC1	nt	2	-1	nt	-2.4	16	102	4	-1	2	-1
(cont.)
SMILES	SR-BI DiI inh	Mot1-301 SUMO	Arr AP2 block	SR-BI uptake up	CDK5 p35 inh	MITF act	DSG3 Ab inh	PKA-R1A activ	NSD2 inh	PKA-R2B act	dFosB act
Cc1cc(C(=O)COc2cccnc2[N+](=O)[O-])c(C)n1-c1ccccc1F	-3	-13	-9	3	1.3	-32	97	-10	11	-2	-1
O=C(Cn1cnc2c(nnn2Cc2ccccc2)c1=O)c1ccc(Cl)cc1	-13	10	7	13	-1.1	6	96	0	nt	5	-5
Cn1nc(C(C)(C)C)cc1C(=O)O	-6	-6	30	6	1.6	8	104	6	-3	7	-3
CCCCn1c(N)c(N(CCOC)C(=O)CSCC(=O)Nc2cccc(C)c2)c(=O)[nH]c1=O	-17	-2	31	17	-0.5	-6	97	-11	0	5	-1
CN(C)c1ccc(C(C(=O)NCc2ccccc2)N(Cc2cccnc2)C(=O)c2snc(C(N)=O)c2N)cc1 (configuration not stated)	nt	nt	9	nt	0.7	-6	nt	-2	1	0	-17
C#CCOCCOCCOCCNc1nc(N2CCN(C(=O)[C@H]([C@@H](C)CC)n3cc([C@@H](N)Cc4ccc(O)cc4)nn3)CC2)nc(N2CCN(C(=O)[C@H](Cc3ccc(O)cc3)n3cc([C@@H](N)C(C)CC)nn3)CC2)n1 (some centres not stated)	7	-2	-5	-7	0.0	13	101	-9	nt	-7	5
Cc1ccc(-c2nnn(CC(=O)NCc3ccccc3)n2)c(-n2cnnn2)c1	20	-9	8	-20	-1.2	5	97	-1	-2	3	1
Cc1ccc(C(=O)Nc2ccc(N3CCOCC3)cc2)cc1	-1	-17	2	1	1.1	67	104	-1	nt	-5	-5
COc1ccc(C(CNc2nc(-c3cccnc3)nc3ccccc23)N(C)C)cc1 (configuration not stated)	nt	-4	24	nt	1.0	nt	124	-10	2	1	-50
Cc1ccc(-c2c(C(=O)Nc3ccccc3C)c(C)[nH]c(=S)c2C#N)o1	6	-3	14	-6	0.4	-12	96	nt	nt	nt	-19
O=C(Nc1nc(-c2ccccn2)cs1)c1ncc(Cl)c(Cl)c1Cl	3	98	9	-3	1.3	-11	100	7	-8	-2	-8

Outcome played no part in choosing rows; any-hit rate near 4.7%.
